Screens (PubChem BioAssay)
DT40 TDP1 CPT: DT40-hTDP1 cell growth loss with CPT. chicken DT40 Tdp1-/-;hTDP1 cells + 20 nM CPT, ATP luminescence, 48 h. Potency, µM (doses to about 46.2 µM), inactives show at the highest dose activity change, negative = growth inhibition, hits mostly inhibitors. actives 12% (n = 420,000). AID 686979; note: nearly all actives have a fitted effect of over 55% in size
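Chicken DT40 Tdp1-/- cells complemented with human TDP1, 400 cells/well, exposed to compounds plus 20 nM camptothecin for at least 48 h at 37 C; viability read as ATP content by CellTiter-Glo luminescence.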
DT40 TDP1 no CPT: qHTS for Inhibitors of human tyrosyl-DNA phosphodiesterase 1 (TDP1): qHTS in cells in absence of CPT; DT40 Tdp1-/- hTDP1 cells, no CPT, ATP luminescence, 48 h; Potency, µM (series often up to 46.2 µM), for inactives: at the top dose activity change, negative = growth inhibition, hits mostly inhibitors; actives 15% (n = 420,000); note: nearly all actives have a fitted effect of over 55% in size
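Readout: luminescence from CellTiter-Glo after 30 min in the dark at RT. Cells: DT40 Tdp1-/- with stable hTDP1, 400/well. Exposure: compounds alone, ≥48 hr, 37 °C.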
TDP1 block: TDP1 (human) enzyme inhibition | Q9NUW8 | recombinant TDP1, AlphaScreen DNA substrate cleavage | Potency, µM (series often up to 130 µM), for the others: at the highest dose activity change, negative = inhibition, most hits filed as inhibitors | actives 0.28% (n = 350,000) | AID 485290; note: nearly all actives have a fitted effect of over 40% in size
Target sequence (Q9NUW8 whole entry, looked up): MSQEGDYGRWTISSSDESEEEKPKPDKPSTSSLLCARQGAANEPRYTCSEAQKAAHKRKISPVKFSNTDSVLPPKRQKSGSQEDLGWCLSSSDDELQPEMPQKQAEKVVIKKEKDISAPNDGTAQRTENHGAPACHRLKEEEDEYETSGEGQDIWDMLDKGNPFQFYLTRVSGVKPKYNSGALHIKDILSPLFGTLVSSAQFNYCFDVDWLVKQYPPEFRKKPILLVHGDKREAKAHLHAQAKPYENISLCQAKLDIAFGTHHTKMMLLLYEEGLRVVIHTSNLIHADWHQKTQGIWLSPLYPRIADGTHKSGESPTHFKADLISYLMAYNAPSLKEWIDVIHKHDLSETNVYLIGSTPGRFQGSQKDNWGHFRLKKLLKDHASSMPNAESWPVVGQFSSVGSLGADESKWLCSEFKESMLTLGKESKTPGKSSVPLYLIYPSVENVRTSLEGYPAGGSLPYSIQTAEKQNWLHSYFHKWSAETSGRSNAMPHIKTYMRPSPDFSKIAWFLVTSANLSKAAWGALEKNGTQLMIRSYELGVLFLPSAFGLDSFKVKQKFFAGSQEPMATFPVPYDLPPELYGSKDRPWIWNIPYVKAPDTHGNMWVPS
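Signal: AlphaScreen proximity between streptavidin donor and anti-FITC acceptor beads on intact substrate. Reaction: Tdp1 1 nM, substrate 15 nM final, 5 min RT after 15 min compound preincubation.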
* marks the source's active call; other numbers are inactive results; u = inconclusive; x = no result given; [ ] = another dose, or the depositor's remark. Calls come from the whole dose curve; as a rule, active = well fitted curve in the direction sought with a large enough effect; inconclusive = small, poorly fitted or top-dose-only effect, or another doubt; inactive = no such curve, though single readings can be large; an effect the other way counts as inactive or inconclusive. % is set by controls: 0 for no effect and ±100 for the full control effect; potency is the fitted concentration of half-maximal effect.

SMILES	DT40 TDP1 CPT	DT40 TDP1 no CPT	TDP1 block
COc1cc2c(cc1OC)CN(c1ccc([N+](=O)[O-])cc1C#N)CC2	21µM*	13µM*	7%
CCOC(=O)C1CCN(C(=O)c2ccc(NS(=O)(=O)c3ccc4[nH]c(=O)[nH]c4c3)cc2)CC1	-1%	-6%	x
O=C(CCc1c[nH]c2ccccc12)NC(Cc1ccccc1)C(=O)O (stereo not drawn)	-2%	15%	x
Cc1ccc(-c2nc(C#N)c(NCCCn3ccnc3)o2)cc1	0%	-28%	4%
C[C@@H]1CN([C@@H](C)CO)C(=O)c2cc(Br)cnc2O[C@H]1CN(C)S(=O)(=O)c1ccccc1	-15%	-5%	x
COc1ccc(C=C2CCC3C(CCCC34OCCO4)C2=O)cc1 (stereo not drawn)	u	23µM*	x
O=C(/C=C/c1cccc(C(F)(F)F)c1)OCC(=O)N1CCN(c2ccccc2)CC1	u	u	0%
O=C(COC(=O)/C=C/c1cccs1)Nc1cccc(S(=O)(=O)N2CCCC2)c1	13µM*	23µM*	6%
COc1ccc(N2CCN(C(=O)CN(C)S(=O)(=O)c3cc(C)ccc3OC)CC2)cc1	-23%	-15%	0%
CCN(Cc1ccccc1)C(=O)Cc1ccc(OC)c(S(=O)(=O)N2CCOCC2)c1	-25%	u	7%
COC(=O)c1cc(C)[nH]c2c(C)cc3nc4ccccc4c3c12	u	u	u
OCC[C@@H]1C[C@@H](O)[C@H](O)[C@@]2(Cc3ccccc3CO2)O1	4%	9%	x
c1ccc(CCCN2CCN(c3ccccn3)CC2)cc1	-9%	0%	x
N#C/C(=C/c1ccc(-c2ccccc2[N+](=O)[O-])o1)C(N)=O	0%	4%	-7%
Cc1cc2cc(CNC(=O)NC3CCCCC3)ccc2[nH]1	-2%	-3%	3%

Quoted at random: 2 compounds from above, in no set order.
SMILES	DT40 TDP1 CPT	DT40 TDP1 no CPT	TDP1 block
O=C(COC(=O)/C=C/c1cccs1)Nc1cccc(S(=O)(=O)N2CCCC2)c1	13µM*	23µM*	6%
C[C@@H]1CN([C@@H](C)CO)C(=O)c2cc(Br)cnc2O[C@H]1CN(C)S(=O)(=O)c1ccccc1	-15%	-5%	x

Following part
SMILES	DT40 TDP1 CPT	DT40 TDP1 no CPT	TDP1 block
C#CCOCCOCCOCCNc1nc(N2CCN(C(=O)CCCCCCCCCCNC(=O)Cn3cc(C[C@@H](C)O)nn3)CC2)nc(N2CCN(C(=O)CCCCCCCCCCNC(=O)[C@@H](CCSC)n3cc(CCO)nn3)CC2)n1	u	10µM*	1%
O=C(CSc1ccc(Cl)cc1)Nc1ccccc1Oc1ccccc1	-2%	u	x
CC1(C)NC(=O)N(CC(=O)Nc2cc(C(F)(F)F)cc(C(F)(F)F)c2)C1=O	11%	0%	3%
Cc1cc(C)n(C(=O)C(C)N2C(=O)c3ccccc3C2=O)n1 (stereo not drawn)	-9%	4%	5%
COc1cc(NC(=S)NC2CC(C)(C)NC(C)(C)C2)c(OC)cc1Cl	-24%	-12%	-1%
CCNC(=O)c1cc2n(n1)CCCN(Cc1ccc(C)cc1)C2=O	-17%	-21%	1%
COc1ccccc1CNC(=O)c1ccc(S(=O)(=O)N(C)C)cc1	-2%	-3%	3%
CCOc1ccc(C2=Nn3c(nnc3-c3ccc(OC)cc3)SC2)cc1	2.1µM*	2.6µM*	1%
COc1ccc(CCN=C2SCC(=O)N2C)cc1OC	-3%	10%	4%
COC(=O)CC1=C(C(=O)OC)C(c2ccc3c(c2)OCO3)C(C#N)=C(N)O1 (stereo not drawn)	-17%	u	2%
CCOC(=O)c1cccc(NC(=O)CN2C(=O)C3C4C=CC(C4)C3C2=O)c1 (stereo not drawn)	2%	-5%	4%
CCSc1nnc2c(Cl)cc(Cl)cn12	-2%	6%	8%
Cc1ccc(OCCOC(=O)Cn2nc(C)c([N+](=O)[O-])c2C)cc1	-6%	16%	6%
COc1cc(C(C)=NNC(=O)c2ccncc2)ccc1O	-3%	-7%	x
COC(=O)c1c(NC(=S)Nc2ccc(F)cc2[N+](=O)[O-])sc2c1CCCCC2	-2%	11%	3%
O=C(Nc1cc(S(=O)(=O)N2CCOCC2)ccc1O)c1ccc(S(=O)(=O)N2CCCCC2)cc1	u	u	3%
Cc1ccccc1N1C(=O)CC1(C#N)c1ccc(OCc2ccccc2)cc1 (stereo not drawn)	u	u	4%
O=C(NCc1ccccc1)C1CCN(c2nc(-c3ccccc3)nc3c2CCC3)CC1	18µM*	21µM*	5%
O=C(CCCc1ccccc1)NCCN1CCOCC1	-13%	-19%	0%
Cn1nc(CC(=O)NCc2ccc(F)cc2)c2ccccc2c1=O	13µM*	18µM*	4%
Cc1ccc(NC(=O)C2CCC(CNC(=O)[C@@H]3Cc4ccccc4CN3)CC2)cc1 (stereo partly drawn)	u	u	2%
O=C(Nc1ccc2snnc2c1)N1CCCCC1	11%	2%	5%
CCNC(=S)Nc1cc(C(=O)N2CCCC2)ccc1N1CCCC1	-16%	5%	3%
C[C@@H]1COC(=O)[C@H](NC(=O)OCC2c3ccccc3-c3ccccc32)C/C=C\C[C@@H](CC(=O)N[C@@H](CO)Cc2ccccc2)C(=O)N1	8.2µM*	8.2µM*	-2%
CCN1C(=O)C2(C(C(=O)c3cc4ccccc4o3)=C(O)C(=O)N2CCCN2CCOCC2)c2ccccc21 (stereo not drawn)	18%	-7%	x
C=CCn1c(SCC(=O)c2cccs2)nc2sc(CC)cc2c1=O	15µM*	16µM*	0%
Cc1ccc(CCNC(=O)c2ccc(NC(=O)N3CC(C)Sc4ccccc43)cc2)cc1 (stereo not drawn)	u	u	-3%
CC(=O)c1ccc(NC(=O)c2cccc(N3C(=O)c4ccccc4C3=O)c2)cc1	2%	0%	-11%
Cc1cc(C)nc(NS(=O)(=O)c2ccc(NC(=O)c3ccc4c(c3)OCO4)cc2)n1	-12%	-18%	-2%
O=C(COc1ccc(Br)cc1Cl)N1CCN(c2ncccn2)CC1	-12%	9%	0%[56.1 µM]
CC1CC(C)CN(C(=O)CNC(=O)Cn2ccc3ccccc3c2=O)C1 (stereo not drawn)	0%	9%	-12%
O=C(c1ccncc1)N1CCC2(CC1)CN(c1ccncc1)C2	2%	-12%	x
COc1ccc(-n2ccn(CC(=O)Nc3ccccc3OC)c(=O)c2=O)cc1	-3%	25%	1%
CC(=O)c1cccc(S(=O)(=O)N(C)C2CCN(C)CC2)c1	6%	-5%	-5%
CN1CCN(c2nc3c(c(=O)n(C)c(=O)n3C)n2Cc2ccccc2)CC1	-10%	12%	x
Cc1cc(N)nc(C)c1C#N	-14%	-21%	9%
CCC(Sc1nnc(-c2ccc(C)c(Cl)c2)n1CC)C(=O)Nc1nccs1 (stereo not drawn)	18µM*	15µM*	5%
CCOC(=O)Cn1cc(C=O)c2ccccc21	-16%	2%	7%
CC(=O)c1ccc(OC2(C)CCN(Cc3ccc4ccccc4c3)C2)cc1 (stereo not drawn)	-22%	u	x
O=C(NCc1ccccc1)C(c1ccc(F)cc1)N1CCN(CCN2CCOCC2)CC1 (stereo not drawn)	-11%	-6%	x
COC(=O)[C@]12CCCCC=C1N(Cc1ccco1)C(=O)[C@H](CC(=O)NCC13CC4CC(CC(C4)C1)C3)C2	u	u	x
CC(NC(=O)Cn1cccc1)c1ccccc1 (stereo not drawn)	-4%	-29%	x
CC1(C)CC(=O)C(C(c2cccc([N+](=O)[O-])c2)C2C(=O)CC(C)(C)CC2=O)C(=O)C1	-25%	u	-3%
COc1ccc(NC(=O)CSCC(=O)Nc2nnc(CC(C)C)s2)cc1	-11%	u	-8%[0.505 µM]
O=C1CN(C(=O)CSc2nc3ccccc3c(=O)n2CCCN2CCOCC2)c2ccccc2N1	-22%	-8%	-9%
N#Cc1ccc(S(=O)(=O)NC2CC2)cc1	-8%	-22%	x
COc1ccc(C(=O)NN2C(=S)N(c3ccc(OC)cc3)C(=O)C2CC(N)=O)cc1 (stereo not drawn)	1%	-6%	1%
CCOC(=O)NC(CC(=O)O)c1ccc(OCC)cc1 (stereo not drawn)	0%	2%	-4%
COc1ccc(-c2oc3cccnc3c2C#CC2(O)CCCCC2)cc1	u	23µM*	x
CC1C2(C)OC(=N)C(C#N)(C(C)O2)C1(C#N)C#N (stereo not drawn)	-26%	-9%	7%
COc1c2c(cc3occ(-c4ccc5c(c4)OCO5)c(=O)c13)OC(C)(C)C=C2	u	u	6%
O=S(=O)(Nc1ccc(O)c2ccccc12)c1ccc(F)cc1	12µM*	9.2µM*	x
O=C(CCCOc1ccc(Br)cc1)NCCc1ccc(OC(F)F)cc1	-13%	-25%	2%
CC(C)(C)n1nnnc1C(c1ccccc1)N1CCN(c2ccc(F)cc2)CC1 (stereo not drawn)	u	u	x
CC1(C)CC(=O)c2sc(NS(C)(=O)=O)nc2C1	-8%	-8%	2%
O=C(CCSc1ccccc1)N1CCN(c2ccccc2F)CC1	-4%	-15%	-1%
CC1CN(C(=O)C(C)N2CCN(c3ccccc3Cl)CC2)CC(C)O1 (stereo not drawn)	-12%	u	1%
CN(CC(=O)Nc1ccc2c(c1)OCO2)S(=O)(=O)c1ccc2c(c1)CCC(=O)N2	-16%	-11%	x
C=CCSC1=C(C#N)C(c2ccccc2OC)CC(=O)N1 (stereo not drawn)	5%	-8%	4%
CCOC(=O)C1CCCN(C(=O)c2sc3nc(-c4ccccc4)cn3c2C)C1 (stereo not drawn)	u	u	2%

(continued)
SMILES	DT40 TDP1 CPT	DT40 TDP1 no CPT	TDP1 block
O=C(NC(=S)Nc1ccccc1N1CCCCC1)c1ccccc1	u	26µM*	6%
C/C(=N\NC(=O)c1ccco1)c1cc(Cl)sc1Cl	u	-19%	2%
Cc1c([N+](=O)[O-])cc(S(=O)(=O)Nc2ccncc2)cc1[N+](=O)[O-]	-23%	1%	1%
CCN(CC)C(=O)c1nn(Cc2ccccc2)c(=O)c2ccccc12	1%	7%	2%
O=C(O)c1nn(-c2ccccc2)nc1-c1nn(-c2ccccc2)nc1C(=O)O	-7%	1%	-11%
COc1ccc(/C=N/n2c(N)c(S(=O)(=O)c3cccs3)c3nc4ccccc4nc32)cc1OC	u	-20%	-5%
CSc1ccccc1NC(=O)CN(Cc1ccccc1)S(C)(=O)=O	3%	-18%	6%
COc1ccc(CNC(=O)c2c(Nc3ccc(OC)cc3OC)sc(C(=O)c3ccc(Cl)cc3)c2N)cc1	u	u	9%
COc1ccc(-c2oc3ccc(-c4cc(OC)c(OC)c(OC)c4)cc3c2-c2ccc(OC)cc2)cc1	u	u	x
Cc1ccc(CNC(=O)COC(=O)CCCOc2ccc(Cl)cc2Cl)cc1	-7%	-25%	1%
COCCNC(=S)NCCc1ccc(Cl)cc1Cl	-17%	-5%	0%
COCCCNc1oc(-c2ccccc2F)nc1C#N	u	-18%	0%
CC(=O)N1CCc2cc(C(=O)CN3CCN(C(=O)c4ccco4)CC3)ccc21	-20%	-13%	-6%
O=C(NCc1ccco1)C1CCN(C(=O)N2CCOc3ccc(Cl)cc32)CC1	-27%	u	4%
CC(=O)NC(c1ccc(C)cc1)c1cc(Cl)c2cccnc2c1O (stereo not drawn)	5.2µM*	4.1µM*	x
O=C(NCCS(=O)(=O)N1CCN(c2ccccc2F)CC1)c1ccccc1C(F)(F)F	u	u	-2%
COc1ccc(CC(=O)NCC(c2ccc(Cl)cc2)N2CCOCC2)cc1 (stereo not drawn)	-9%	-20%	4%
Cc1cccc(NC(=O)Cn2c(=O)oc3ccccc32)n1	-2%	11%	1%
Cc1cccc(N2CN(Cc3cccnc3)CNC2=S)c1	11%	5%	-3%
COc1ccc2[nH]c3c(c(=O)c2c1)CCCC3	u	-27%	x

An excerpt from above with just DT40 TDP1 no CPT:
SMILES	DT40 TDP1 no CPT
COc1ccc(CC(=O)NCC(c2ccc(Cl)cc2)N2CCOCC2)cc1 (stereo not drawn)	-20%
Cc1cccc(NC(=O)Cn2c(=O)oc3ccccc32)n1	11%
Cc1cccc(N2CN(Cc3cccnc3)CNC2=S)c1	5%

Of the compounds above, these contain a COOH group.
SMILES	DT40 TDP1 CPT	DT40 TDP1 no CPT	TDP1 block
O=C(CCc1c[nH]c2ccccc12)NC(Cc1ccccc1)C(=O)O (stereo not drawn)	-2%	15%	x
CCOC(=O)NC(CC(=O)O)c1ccc(OCC)cc1 (stereo not drawn)	0%	2%	-4%
O=C(O)c1nn(-c2ccccc2)nc1-c1nn(-c2ccccc2)nc1C(=O)O	-7%	1%	-11%
